PrPC surface inh: reduces human prion protein on the cell surface; P04156; cell surface PrPC, TR-FRET read-out; inhibition, % at 13.8 µM; 370,000 tested, 0.43% active; AID 720596; in the data active means inhibition above about 24%; further: 0% = median of the test wells and 100% = reference compound wells
* = called active by the depositor; & = joins results of further samples. A portion of the library; count on the stated rates, not on these rows.

SMILES	PrPC surface inh
CC(C)=CCC[C@@]1(C(=O)O)[C@@H]2C/C=C(\C)CC/C=C(\C)CC[C@H]1[C@]1(CC2)CO1	11
Cc1ccc(CN2CCCCC(NC(=O)c3cccc([N+](=O)[O-])c3)C2=O)cc1 (stereo not given)	-3
O=C(Nc1ccc(N2C(=O)CC(c3ccccc3)C2=O)c(Cl)c1)c1ccccn1 (stereo not given)	8
O=S(=O)(c1ccc2c(c1)OCCCO2)N1CCN(S(=O)(=O)c2c(F)cccc2F)CC1	11
COC(=O)[C@H](C)N(CCc1cn(Cc2ccccc2)nn1)S(=O)(=O)c1ccccc1Br	2
O=S(=O)(c1ccc(F)cc1)N1CCC(c2nc3ccccc3o2)CC1	-10
Cc1cc(C)nc(NC(=S)N2CCN(c3ccc(Cl)c(Cl)c3)CC2)c1	8
COC[C@H]1CCCN1c1ccc2c(c1)O[C@H](C)CCN(C1CC1)S2(=O)=O	-13
Cc1occc1-c1nnc(SCC(=O)N2CCN(c3ncccn3)CC2)n1-c1ccccc1	-1
COc1ccc(S(=O)(=O)N2CCN(C(=O)CSc3nc4ccccc4nc3N3CCCCC3)CC2)cc1	7
C=CCN1[C@@H](Cc2ccccc2)COc2cc(F)ccc2S1(=O)=O	-6
CC(C)(C)c1ccc(-c2nnc(SCC(=O)Nc3ccc4cn[nH]c4c3)n2-c2ccc(Cl)cc2)cc1	5
COC(=O)[C@]12C[C@H](CC(=O)N3CCCC3)C(=O)N(Cc3ccc(Cl)cc3Cl)C1=C[C@H](C1CCCC1)O[C@@H]2C	-3
COc1ccc(Oc2c(Cl)cnn(CC(=O)C(c3ccccc3)c3ccccc3)c2=O)cc1	-4
C=CCN(C)CC#Cc1ccccc1	8
COc1cc(O)c2c(c1)/C=C/C[C@H](O)[C@H](O)[C@@H](O)/C=C/C[C@H](C)OC2=O	-1
Cc1cc(NS(=O)(=O)c2ccc(NC(=O)CSc3nnc(SCc4ccc(F)cc4)s3)cc2)nc(C)n1	-3
Cc1ccc2oc(=O)c3cnn(CC(=O)N4CCN(c5cccc(C(F)(F)F)c5)CC4)c3c2c1	-1
C=CCN1[C@@H](CC(C)C)COc2cc(F)ccc2S1(=O)=O	-3
O=[N+]([O-])c1ccc(NCCCN2CCC(C(O)(c3ccccc3)c3ccccc3)CC2)cc1	-19
COC(=O)[C@]12C[C@H](CC(=O)NCC34CC5CC(CC(C5)C3)C4)C(=O)N(Cc3ccc(Cl)cc3Cl)C1=C[C@H](C1CCCC1)O[C@@H]2C	3
C=CC[C@@H]1NN2C(=O)[C@@H](CCc3ccccc3)[C@@H]3c4ccccc4C=NN3[C@@H]2c2ccccc21	5
O=C(Nc1ccccc1C(F)(F)F)OCCCN1CCC2(CCC(c3ccccc3)CC2)C1=O (stereo not given)	9
CCCCCC[C@@H](CCCc1ccccc1OC)CN(CCCC)S(C)(=O)=O	5
Cc1c(NC(=O)C2CCCN(S(=O)(=O)c3ccccc3[N+](=O)[O-])C2)c(=O)n(-c2ccccc2)n1C (stereo not given)	2
COc1cc(NC(=O)C2CCCN(S(=O)(=O)c3ccccc3[N+](=O)[O-])C2)cc(OC)c1 (stereo not given)	0
C=CCN(CC#Cc1ccccc1)Cc1ccc2c(c1)OCO2	-2
Nn1c(SCC(=O)Nc2nccs2)nnc1-c1cc(-c2ccccc2)n[nH]1	2
COc1ccc(NC(=O)c2cc3c(C)nn(-c4ccccc4)c3s2)cc1	14
CCN1CCCCC(NC(=O)c2ccccc2C)C1=O (stereo not given)	7
CCOC(=O)N1CCN(C(=O)C[C@H]2C[C@@]3(C(=O)OC)C(=C[C@H](C4CCCC4)O[C@@H]3C)N(CCC3=CCCCC3)C2=O)CC1	0
Fc1ccccc1-c1n[nH]c(=S)n1N=Cc1cccc(OCc2ccccc2)c1	4
CC(C)(C)OC(=O)/C=C/[C@H](CCCCl)Sc1ccc(C(C)(C)C)cc1	3
CCCCNC(=O)C1CCCN1C(=O)Nc1cccc(C)c1 (stereo not given)	1
COC(=O)[C@]1(C#N)CC(=O)N(C)[C@@H]1c1ccccc1	0
CCN(CC)CCCNC(=O)CSc1nnc(-c2ccncc2)n1-c1ccc(OC)cc1	-12
O=C(Nc1c(-c2ccc(C(F)(F)F)cc2)nc2ncccn12)c1ccc(F)cc1	5
CC(C)C(C#CC1CC1)N(Cc1ccc2c(c1)OCO2)C(N)=NC(=O)/C=C/c1cccc(C(F)(F)F)c1 (stereo not given)	-7
C=CCN(CC#Cc1ccc(C(F)(F)F)cc1)CC=C	7
COc1ccc(OC)c(NC(=O)c2ccccc2N(Cc2ccccc2)C(=O)C(C)Cl)c1 (stereo not given)	-6
CCOc1ccc(Oc2c(Cl)cnn(Cc3cccc4ccccc34)c2=O)cc1	-10
O=C(CSc1nnc(-c2ccccc2)n1-c1ccccc1)Nc1cccc2ccccc12	7
COC(=O)[C@]12C[C@H](CC(=O)NCC34CC5CC(CC(C5)C3)C4)C(=O)N(CCc3ccc(OC)c(OC)c3)C1=C[C@H](C(C)C)O[C@@H]2C1CC1	-2
CN1C2=N[C@@H](c3ccc4c(c3)OCO4)CC(=O)N2/C(=C\c2ccccc2)[C@H]1c1ccccc1	14
COc1ccc(-n2c(SCC(=O)Nc3cc(C)c(NC(=O)c4ccccc4)cc3OC)nnc2-c2cccnc2)cc1	-3
COC(=O)[C@]12C[C@H](CC(=O)N3CCSCC3)C(=O)N(CCc3ccc(OC)c(OC)c3)C1=C[C@H](C(C)C)O[C@@H]2C1CC1	-5
CCN(CC)C(=O)CC[C@H]1CC[C@]2(CCCN(Cc3ccc(Br)cc3)C2)O1	-11
COC(=O)c1cc(-c2cccc(OC(F)(F)F)c2)c(=O)n2c1CCC2	-2
CCC[C@H]1[C@@H](N(C)CC2CCCCC2)CC[C@@]23CCCN2C(=O)CCC[C@@H]13	1
O=C(NCc1ccco1)C1CCCN(c2ncccn2)C1 (stereo not given)	-8
N#Cc1ccc(OC[C@@H](O)CN2CCC(C(O)(c3ccccc3)c3ccccc3)CC2)c(F)c1	-6
O=C(O)CCN1C(=O)/C(=C/c2cccc(OCc3ccc(F)cc3)c2)SC1=S	10
CCC1CCCCN1C(=O)n1ncc(C(O)(c2ccccc2)c2ccccc2)n1 (stereo not given)	8&1
C[C@H]1[C@H](NC(=O)c2cccc(N(C)C)c2)CC[C@@]23CCCN2C(=O)CCC[C@@H]13	-5
O=C(OCC#CCSc1nnc(-c2cc3ccccc3cc2O)o1)c1ccc(F)cc1	-5
COC(=O)[C@H]1C[C@@]2(n3ccc4ccccc43)c3ccccc3N(S(=O)(=O)c3ccccc3)[C@H]2N1	6
CN[C@H]1C[C@H]2c3[nH]c4cccc(-c5ccccc5)c4c3CCN2C[C@H]1[C@H](C)O	1
O=C(Nc1ccc(F)cc1F)C1CCN(c2nnc(-n3cccc3)s2)CC1	10
O=C(CSc1nc2ccccc2nc1N1CCCCC1)N1CCN(S(=O)(=O)c2cccc([N+](=O)[O-])c2)CC1	0
COc1ccc(CN(C)C(C#Cc2ccccc2)Cc2ccccc2)c(OC)c1 (stereo not given)	2

Next section
SMILES	PrPC surface inh
C[C@@H]1CCN(C2CC2)S(=O)(=O)c2ccc(N3CC[C@@H](O)C3)cc2O1	-3
O=C1[C@@H](CCc2ccccc2)[C@@H]2c3cc4ccccc4cc3C=NN2[C@@H]2c3cc4ccccc4cc3C=NN12	-4
O=C(Cc1cccs1)N/N=C\c1ccccc1	9
O=C(CSc1ncnc2scc(-c3ccc(Cl)cc3)c12)Nc1ccccc1-c1ccccc1	-2
N#CCC[C@@H]1CC[C@]2(CCCN(S(=O)(=O)C3CCCCC3)C2)O1	-4
Cc1c[nH]c2cccc(-c3ccc(OCc4ccccc4)cc3)c12	4
CC(C)C[C@H]1COc2cccc(F)c2S(=O)(=O)N1Cc1cn(Cc2ccc(C(F)(F)F)cc2)nn1	0
CC(C)CN1C(=O)[C@]2(CC(=O)N(C)C2c2ccccc2)c2cc(-n3cc(CCCC#N)nn3)ccc21 (stereo not given in full)	-4
O=C(NC1CCCCN(Cc2cccc(Cl)c2)C1=O)c1ccc(F)c(F)c1 (stereo not given)	-1
COCCNC(=S)N(C)[C@H]1C[C@H]2c3[nH]c4c(-c5ccc6c(c5)OCO6)cccc4c3CCN2C[C@H]1[C@H](C)O	-3
CCC[C@H]1[C@@H](OC(=O)NC(CC)CC)CC[C@@]23CCCN2C(=O)CCC[C@@H]13	-2
Cc1c[nH]c2cccc(-c3cccc4ccccc34)c12	-11
CCOC(=O)CC[C@@H]1CC[C@]2(CCCN(Cc3ccncc3)C2)O1	-3
COc1cc(OC)cc(-c2csc(N3CCC(C(N)=O)CC3)n2)c1	1
CCCCOCCCNC(=O)C[C@@H]1C[C@]2(C(=O)OCC)CCC3=C2N(CCC3)C1=O	10
CCOC(=O)C1C[C@@H](O)C=CC1=O (stereo not given in full)	0
Cc1ccccc1N1CCN(S(=O)(=O)c2ccc3c(c2)oc(=O)n3C)CC1	5
CCN(CC)C(=O)CC[C@@H]1CC[C@]2(CCCN(Cc3nccs3)C2)O1	-10
CN(C(=O)CNC(=O)c1ccccc1OCC(=O)Nc1ccc(I)cc1)c1ccccc1	3
C=CCN1C(=O)[C@H](CC(=O)NCC2CCCCC2)[C@@]2(C(=O)OCC)CCCC=C12	6
O=C(CCc1ccccc1-c1ccccc1CCNC(=O)c1cccc(F)c1)NCc1ccccc1	-9
CCCCNC(=O)OCCCN1CCC2(CCC(c3ccccc3)CC2)C1=O (stereo not given)	8&-2
Cc1occc1-c1nnc(SCC(=O)N[C@@H]2CCc3ccccc32)n1-c1ccccc1	4
O=C(NC1CCCCN(Cc2ccc(Cl)cc2)C1=O)c1cccs1 (stereo not given)	-8
COC(=O)[C@]12C[C@H](CC(=O)NCC34CC5CC(CC(C5)C3)C4)C(=O)N(Cc3ccc(Cl)cc3Cl)C1=C[C@H](COCc1ccccc1)O[C@@H]2C	1
CCOc1ccc(-n2c(SCC(=O)NN=Cc3ccc(C(=O)O)cc3)nnc2-c2cccnc2)cc1	3
COc1ccc(CNC(=O)CCNS(=O)(=O)c2ccc3[nH]c(=O)oc3c2)cc1	11
Cc1ccc(NC(=O)[C@@H]2CC(=O)O[C@@H]2c2ccccc2)cc1C	-4
Cn1cc(P(=S)(c2ccccc2)c2ccccc2)c2ccccc21	0
CCOC(=O)[C@@]12CCC3=C1N(CCC3)C(=O)[C@H](CC(=O)NCc1ccc(C)o1)C2	-2
O=C(Nc1ccc(OC(F)(F)F)cc1)Nc1c(-c2ccccc2)nc2ncccn12	-4
O=C(CN1C(=O)[C@@H](Cc2ccccc2)N=C(c2ccccc2)c2ccccc21)NC1CCCCC1	2
Cc1ccc(-c2cc(C(=O)NN=Cc3ccc(-c4ccccc4)cc3)[nH]n2)cc1	-5
CC[C@@H](CCCc1ccc(OC)cc1)CCC(=O)N(c1ccccc1)c1ccccc1	0
Cn1c(NC2=NC3(CCCC3)C3=C(CCCC3=O)N2)nc2ccccc21	7
CC(C)[C@@H]1NC(=O)[C@H]2C[C@@]3(c4ccccc4)c4ccccc4N[C@H]3N2C1=O	-2
O=C(NC1CCC1)c1ccc(C#Cc2cccc(F)c2)c[n+]1[O-]	-16
O=C(COC(=O)c1ccc(Sc2ncn[nH]2)c([N+](=O)[O-])c1)Nc1ccc(Cl)c(Cl)c1	1
COC(=O)[C@H](C)NC(=O)[C@@H]1CC=C[C@@H]2CCN(CCc3ccccc3)C(=O)[C@@H]21	0
CC(NCc1ccco1)C(=O)N1CCN(c2ccc(F)cc2)CC1 (stereo not given)	6
COc1cccc(CNC(=O)CNS(=O)(=O)c2ccc3nc(C)sc3c2)c1OC	0
Cc1occc1-c1nnc(SCC(=O)Nc2ccccn2)n1-c1ccccc1	-3
COC(=O)[C@]12C[C@H](CC(=O)NCc3cccc(C(F)(F)F)c3)C(=O)N(Cc3ccccc3)C1=C[C@H](COCc1ccccc1)O[C@@H]2C	-9
O=C1N2Cc3ccccc3C2CS(=O)(=O)N1CCc1ccccc1 (stereo not given)	6
COc1ccc2[nH]c3c(c2c1)CCN[C@]31C(=O)N(Cc2cn(Cc3ccccc3)nn2)c2ccc(F)cc21	-3
COC(=O)[C@H](C(C)C)N(CCCc1cn(Cc2ccccc2)nn1)S(=O)(=O)c1ccccc1Br	-1
NC(=NCCc1c[nH]c2ccccc12)NC(=O)OCc1ccccc1	4
CC(C)CCNC(=O)[C@H]1COC(O)([C@H](Cc2ccccc2)NC(=O)[C@@H](NC(=O)OCc2ccccc2)C(C)C)CN1C (stereo not given in full)	-3
CN(C)c1ccc(Cn2c(=O)n(Cc3ccc(C(=O)NCC4COC4)cc3)c(=O)c3ccccc32)cc1	-3
CCOC(=O)[C@@]12CCC3=C1N(CCC3)C(=O)[C@H](CC(=O)NCc1cccc(C(F)(F)F)c1)C2	-6

An excerpt from above in order of molecular weight, smallest number first:
SMILES	PrPC surface inh
CC(NCc1ccco1)C(=O)N1CCN(c2ccc(F)cc2)CC1 (stereo not given)	6
Cn1c(NC2=NC3(CCCC3)C3=C(CCCC3=O)N2)nc2ccccc21	7
CC(C)[C@@H]1NC(=O)[C@H]2C[C@@]3(c4ccccc4)c4ccccc4N[C@H]3N2C1=O	-2
COC(=O)[C@H](C)NC(=O)[C@@H]1CC=C[C@@H]2CCN(CCc3ccccc3)C(=O)[C@@H]21	0
Cc1occc1-c1nnc(SCC(=O)Nc2ccccn2)n1-c1ccccc1	-3
CC[C@@H](CCCc1ccc(OC)cc1)CCC(=O)N(c1ccccc1)c1ccccc1	0
COc1cccc(CNC(=O)CNS(=O)(=O)c2ccc3nc(C)sc3c2)c1OC	0
CCOC(=O)[C@@]12CCC3=C1N(CCC3)C(=O)[C@H](CC(=O)NCc1cccc(C(F)(F)F)c1)C2	-6
O=C(COC(=O)c1ccc(Sc2ncn[nH]2)c([N+](=O)[O-])c1)Nc1ccc(Cl)c(Cl)c1	1
CN(C)c1ccc(Cn2c(=O)n(Cc3ccc(C(=O)NCC4COC4)cc3)c(=O)c3ccccc32)cc1	-3
COc1ccc2[nH]c3c(c2c1)CCN[C@]31C(=O)N(Cc2cn(Cc3ccccc3)nn2)c2ccc(F)cc21	-3
COC(=O)[C@H](C(C)C)N(CCCc1cn(Cc2ccccc2)nn1)S(=O)(=O)c1ccccc1Br	-1
CC(C)CCNC(=O)[C@H]1COC(O)([C@H](Cc2ccccc2)NC(=O)[C@@H](NC(=O)OCc2ccccc2)C(C)C)CN1C (stereo not given in full)	-3
COC(=O)[C@]12C[C@H](CC(=O)NCc3cccc(C(F)(F)F)c3)C(=O)N(Cc3ccccc3)C1=C[C@H](COCc1ccccc1)O[C@@H]2C	-9

Compound activity deposited in PubChem by The Scripps Research Institute Molecular Screening Center.
